From PubChem
FXN GAA850 act = activators of GAA850 frataxin (FXN) promoter | HEK293 lucGAA850 FXN promoter luciferase reporter, 24 h; percent of 10 µM SAHA response | 360,000 compounds, 0.56% hits | activation, % at 6 µM;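 active = activation above the average of all compounds screened plus 3 SD, cutoff fixed separately per campaign, cut at about 7.5% in these data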;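 note: 0% = DMSO wells and 100% = 10 µM SAHA wells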
ADAM17 inh = inhibitors of human ADAM17 | recombinant ADAM17, EDANS/DABCYL FRET peptide cleavage | inhibition, % at 6.95 µM | 370,000 compounds, 0.83% hits;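 active = inhibition above the mean of compounds lying between control limits plus 3 SD, set per campaign, cut at about 8.5% in these data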;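 note: 0% = DMSO-only wells as the low control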
Target sequence (P78536 215-824 limits assumed): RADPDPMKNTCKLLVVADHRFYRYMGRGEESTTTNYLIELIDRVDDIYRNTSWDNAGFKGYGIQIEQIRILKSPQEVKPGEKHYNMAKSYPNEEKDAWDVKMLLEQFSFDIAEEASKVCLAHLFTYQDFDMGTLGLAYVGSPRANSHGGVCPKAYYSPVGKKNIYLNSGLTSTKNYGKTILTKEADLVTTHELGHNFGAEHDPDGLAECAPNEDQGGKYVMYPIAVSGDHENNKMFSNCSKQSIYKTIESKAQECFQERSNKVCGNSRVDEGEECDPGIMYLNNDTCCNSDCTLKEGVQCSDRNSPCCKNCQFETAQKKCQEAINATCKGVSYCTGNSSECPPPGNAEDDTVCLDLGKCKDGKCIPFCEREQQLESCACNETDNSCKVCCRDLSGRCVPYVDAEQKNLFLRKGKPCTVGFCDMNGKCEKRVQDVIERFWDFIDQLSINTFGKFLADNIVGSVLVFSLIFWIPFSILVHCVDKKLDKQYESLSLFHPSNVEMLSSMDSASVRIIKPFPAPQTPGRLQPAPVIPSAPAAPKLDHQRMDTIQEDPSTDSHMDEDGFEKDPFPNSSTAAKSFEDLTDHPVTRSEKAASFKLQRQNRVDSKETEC
DAX1 inh-1 = inhibitors of DAX1 repression of SF-1 activated StAR promoter; HEK293T StAR-luciferase reporter, SF-1/DAX-1 repression relief; inhibition, % at 6.8 µM; 370,000 compounds, 1.1% hits; AID 652010;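 active = inhibition above the mean over all tested compounds plus 3 SD, cut at about 3.6% in these data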;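 note: 0% = DAX-1 cells with DMSO and 100% = cells lacking DAX-1 with DMSO; higher inhibition means more luminescence from relief of DAX-1 repression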
ssDAF-12 act = S. stercoralis DAF-12 activation, primary screen; HEK293 ssDAF-12/GRIP1 lit1-tk-luc reporter, luminescence; % of 3 µM dafachronic acid response; activation, % at 6.8 µM; 370,000 compounds, 1% hits;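 active = activation above the mean over all tested compounds plus 3 SD, cut at about 0.9% in these data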;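 note: 0% = DMSO-only wells and 100% = 3 µM delta7-dafachronic acid wells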
NPR1 activator = GC-A (human) enzyme activation; activation, % at 10 µM; 370,000 compounds, 0.14% hits; AID 1671463; HEK293 GC-A cells, cGMP TR-FRET, EC30 ANP; 0% at EC30 ANP, 100% saturating ANP; P16066; in the data active = activation above about 40%
PG9 Ab binder = binds the HIV-1 gp120 antibody PG9; TR-FRET gp120-PG9 antibody binding; inhibition, % at 6.7 µM; 360,000 compounds, 0.43% hits; AID 624416; in the data active = inhibition above about 8.5%
ADAM10 inh = inhibitors of human ADAM10. recombinant ADAM10, EDANS/DABCYL FRET peptide cleavage, 3 h. inhibition, % at 7 µM. 370,000 compounds, 0.62% hits. AID 720582;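 active = inhibition above a per-campaign cutoff equal to the mean of compounds falling between control-based bounds plus 3 SD, cut at about 20% in these data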;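 note: 0% = DMSO wells while the 100% control is not disclosed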
SMARCA2 act = increases SMARCA2 function in MMTV reporter cells | AID 652017 | 370,000 compounds, 1% hits | MG213 cells, MMTV-luciferase reporter, dexamethasone, overnight | activation, % at 9.1 µM; in the data active = activation above about 7.8%;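 note: 0% = vehicle wells and 100% = reference activator wells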
DAX1 inh-2 = inhibitors of human orphan nuclear receptor DAX1 (NR0B1); inhibition, % at 6.75 µM; 340,000 compounds, 0.99% hits; AID 504766; HEK293 Gal4-DAX1 luciferase reporter, luminescence;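 active = inhibition above the mean over all tested compounds plus 3 SD, cut at about 4.2% in these data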;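 note: 0% = DAX1-transfected cells with DMSO and 100% = empty-vector control cells with DMSO; inhibition shows as a rise in luminescence from relieved DAX1 repression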
Target sequence (P51843 207-470 limits assumed): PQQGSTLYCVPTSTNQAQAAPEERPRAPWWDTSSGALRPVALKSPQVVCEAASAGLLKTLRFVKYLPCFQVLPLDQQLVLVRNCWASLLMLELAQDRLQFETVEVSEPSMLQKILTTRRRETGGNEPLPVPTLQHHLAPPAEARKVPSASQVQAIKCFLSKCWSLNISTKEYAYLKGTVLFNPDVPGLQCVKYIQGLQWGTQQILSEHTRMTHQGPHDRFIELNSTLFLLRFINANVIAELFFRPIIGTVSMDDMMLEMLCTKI
hcDAF-12 act = H. contortus DAF-12 activation, primary screen. HEK293 hcDAF-12 lit1-tk-luc reporter, luminescence; 0% DMSO, 100% Δ7-dafachronic acid. activation, % at 6.8 µM. AID 652067. 370,000 compounds, 1.4% hits;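 active = activation above the mean of all tested compounds plus 3 SD, cut at about 5.5% in these data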;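 note: 100% = response to 3 µM Δ7-dafachronic acid high control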
hgDAF-12 ag = agonists of H. glycines DAF-12 nuclear receptor; HEK293 GAL4-hgDAF12 UAS-luciferase reporter, agonist luminescence; normalized to butyrate control; activation, % at 6.8 µM; 370,000 compounds, 1.8% hits;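 active = activation above a cutoff set at the mean of all screened compounds plus 3 SD, cut at about 10% in these data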;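 note: 0% = DMSO wells and 100% = sodium butyrate wells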
The depositor's hits bear a star; i = inactive; . = no result given. This is a random part of the collection; about 6.8% have a hit in one of these screens.

Structure	hcDAF-12 act	NPR1 activator	DAX1 inh-2	ADAM10 inh	PG9 Ab binder	ADAM17 inh	FXN GAA850 act	DAX1 inh-1	ssDAF-12 act	SMARCA2 act	hgDAF-12 ag
CC(C)NC(=O)CSc1nc(N)c(NC(=O)c2ccco2)c(=O)[nH]1	0.1	-4	-0.9	-9	1.5	-3	4.1	-0.1	-0.9	0	-1.1
CCCCCn1c(SCC(=O)OCC)nc2cc(C(=O)NCc3ccco3)ccc2c1=O	-0.9	8	2.0	2	-1.5	1	0.6	-0.7	-1.1	3	5.1
COc1cc(/C=N/Nc2snc(SC)c2C#N)cc(OC)c1OC	-1.0	4	-3.2	0	-1.0	-3	-2.9	-1.1	-2.0	-4	-2.6
CCc1ccc(C(O)c2ncc(-c3ccccc3C(F)(F)F)[nH]2)cc1 (stereo not given)	-0.7	-1	.	7	-1.3	1	-0.1	-1.6	-1.9	-1	-2.0
Cc1ccc(-n2cccc2/C=N/n2cnnc2)cc1Cl	0.6	-5	0.9	2	-1.9	-4	1.8	-1.0	-1.4	-2	-0.5
Cc1ccc(NC(=O)CSc2nccn2Cc2ccccc2)cc1C	0.5	-1	1.1	11	-0.9	-2	1.0	-0.6	-0.6	3	4.8
O=C(CNC(=O)c1ccccc1F)NCCOc1cccc(Cl)c1Cl	-0.8	0	1.6	2	2.5	-4	2.3	-0.2	-1.4	-4	-2.2
Nc1nnc(CCS(=O)(=O)c2ccc(Cl)cc2)s1	0.0	3	-2.0	-5	-2.0	-4	3.9	0.3	-1.4	3	2.7
COc1cc(CN2CCCC(CO)(Cc3ccccc3F)C2)ccc1O (stereo not given)	-0.5	-6	0.8	-1	1.7	-1	1.6	-0.3	-1.3	-1	-2.0
COc1ccc(Cc2nnc(N=Nc3c(O)[nH]c4ccc(Br)cc34)[nH]c2=O)cc1	2.2	-5	0.1	0	-0.9	1	3.2	0.1	-1.7	-1	4.6
COc1ccc(-c2[nH]nc3nc(N4CCN(C(=O)c5ccoc5)CC4)cc(C(F)(F)F)c23)cc1	-3.3	1	-0.2	-136	0.4	-40	-6.8	-5.0	-1.9	-3	1.9
CC(NC(=O)C(=O)N/N=C\c1ccc([N+](=O)[O-])cc1)c1ccccc1 (stereo not given)	-0.9	0	-0.1	3	-2.9	0	-1.2	0.5	-1.6	-1	0.8
Cc1nn(Cc2noc(C(=O)NCc3ccc(F)cc3)n2)c(C)c1Br	-0.1	-5	-1.2	-3	-1.1	-5	0.6	-0.2	-0.2	-2	-3.0
COC(=O)C1CCN(C(=O)COC(=O)C2CCN(S(=O)(=O)c3ccc4c(c3)OCCO4)CC2)CC1	-0.8	2	0.8	0	1.1	-1	0.0	0.4	-0.5	-1	-0.5
Clc1cccc(C2CCN(Cc3nc(CC4CC4)no3)C2)c1 (stereo not given)	-0.7	2	1.4	2	-0.7	0	3.1	-0.6	-0.5	2	-1.0
Cn1nc(C(=O)NNC(=O)CCOc2ccc(C(C)(C)C)cc2)c2ccccc2c1=O	-1.0	-2	-0.4	0	-2.6	4	0.7	0.7	-1.6	-2	0.1
Cc1ccc(S(=O)(=O)/N=c2\sccn2C)cc1	0.4	-1	0.9	-5	1.2	-3	0.2	-0.5	-1.1	-3	1.4
Cc1nn(-c2ccccc2)c2nc(-c3ccco3)cc(C(=O)O)c12	1.5	2	3.1	-68	2.4	-104	1.3	0.2	-0.5	2	-1.1
O=C1c2ccccc2C(=O)c2cc(N3CCCCC3)ccc21	4.2	-4	-0.3	-6	-6.9	-1	-3.4	3.5	0.1	5	1.3
CN(C)c1ccc(-c2nc3ccccc3n2C)cc1	5.5	-4	-2.9	i	-5.7	-429	-1.7	4.0*	0.3	0	7.3
CCCCNC(=O)c1ccc(NS(=O)(=O)c2ccccc2)cc1	-0.9	0	0.7	-3	-2.3	-3	-1.5	-0.3	-1.3	-2	0.4
Cc1ccc(NC(=S)NNC(=O)C2CC2c2ccc(C)cc2)cc1 (stereo not given)	2.8	-2	-0.7	6	-2.9	2	3.5	-0.5	-1.0	2	1.3
Cc1c(NC(=O)COC(=O)COc2ccc(Nc3ccccc3)cc2)c(=O)n(-c2ccccc2)n1C	0.2	15	0.4	-8	-4.8	-3	1.4	-0.7	-1.0	-4	7.7
COc1ccc(N2CCN(C(=O)c3ccc(C)c(NC(=O)C4=C(C)OCCS4)c3)CC2)cc1	-1.0	-6	0.3	2	-1.8	1	1.4	-0.4	-1.3	0	-1.3
COc1cc2c(cc1OC)CN(C(=S)Nc1ccc(OC(F)F)cc1)CC2	-0.5	5	-1.0	-14	0.4	-6	0.1	-0.5	-1.7	-3	-4.3
COc1ccccc1OCC(=O)Nc1cc(C)ccc1NC(=O)c1ccco1	0.8	3	-0.4	-6	-0.2	-5	-0.6	0.7	-0.9	4	-2.2
CCc1cccc2c(C(=O)COC(=O)c3ccc(O)cc3)c[nH]c12	2.2	-5	-1.5	-10	-1.0	0	4.9	-0.8	-1.2	-1	4.3
CCc1ccc(C(=O)N/N=C(\C)c2ccncc2)s1	-2.4	2	-0.1	-5	0.0	1	1.0	0.3	-0.6	1	5.8
COC(=O)c1ccc(C(=O)NC2CCCc3c2cnn3-c2ccccc2F)nc1 (stereo not given)	-1.4	-2	-1.5	2	0.1	0	-4.2	-1.0	-1.0	1	-0.7
CC(C)Oc1ccc(NC(=O)c2ccncc2)cc1	-2.8	6	-2.3	78*	0.4	-1	-0.8	-1.1	-1.5	-1	-1.5
COc1cc(/C=N\NC(=O)c2ccc(-c3ccccc3)cc2)cc(OC)c1O	-2.1	5	0.7	-6	-3.7	2	1.0	-2.8	-1.5	2	-0.6
Cc1ccc(S(=O)(=O)N2CCN(C(=O)C3CC(=O)N(c4ccc5c(c4)OCCO5)C3)CC2)cc1 (stereo not given)	-1.9	2	0.0	-13	2.1	-3	0.7	-0.9	-1.4	-3	-4.0
CCCOc1ccc(CC(=O)NCC2(c3ccccc3)CCOCC2)cc1OC	-2.4	-2	-0.4	8	0.9	0	-1.9	-0.3	-0.7	-2	-1.8
CCc1cccc(C)c1NC(=S)N(CCN(C)C)Cc1cccs1	0.2	-4	-0.6	-8	0.2	-3	1.6	1.3	-1.6	0	-0.5
Cc1ccccc1C(=O)Nc1scc(-c2ccc(Br)cc2)c1C(=O)O	-0.9	-2	-0.1	1	0.0	-2	0.2	0.0	-1.3	-1	-0.9
Cc1ncc([N+](=O)[O-])n1CC(O)CCl (stereo not given)	-1.2	0	-0.5	4	-0.1	-1	0.6	0.3	-0.6	4	0.2
COc1cccc(CNC(=O)CN(c2cc(C)cc(C)c2)S(=O)(=O)c2c(C)noc2C)c1	-0.7	1	-1.2	-1	-3.2	0	-5.0	-0.8	-0.8	0	1.6
CCOc1ccc(N2CC(C(=O)Nc3ccccc3OC)CC2=O)cc1 (stereo not given)	5.2	-4	0.8	-4	-0.3	1	-0.4	0.8	-1.2	2	0.3
CN(c1ccccc1)S(=O)(=O)c1cccc(NC(=O)Cn2cnc3c2c(=O)n(C)c(=O)n3C)c1	-4.7	4	-1.1	6	-1.6	3	0.6	-1.9	-2.5	-6	-5.0
CCCOC1CCCN(C(=O)c2cc(Cl)c(Cl)cc2C(=O)O)C1 (stereo not given)	-0.3	0	0.3	3	-1.0	-1	-0.2	1.0	-0.6	-2	0.8
CCOc1ccc(N=c2scc(-c3ccccc3)n2CCO)cc1	1.1	.	-0.9	-4	-2.1	4	0.8	-0.4	-1.8	-3	4.8
COc1ccccc1OCCNC(=O)c1ccc(C)o1	1.2	1	-0.5	-7	-0.4	-7	1.4	0.7	-1.2	-1	1.8
Cc1ccc(C(=O)NCC(=O)Nc2ccc(F)c(F)c2F)cc1	0.1	6	4.2	9	0.3	-3	-0.3	-0.3	-0.8	-3	0.3
CC(C)N=C(NC#N)SCc1ccc(F)cc1	-1.5	4	-1.0	10	-1.6	-3	-3.4	-0.5	-0.8	-1	-1.1
CCCn1c(SCC(=O)Nc2ccccc2C(=O)NC2CC2)n[nH]c1=O	0.0	-3	-0.7	-8	0.2	6	-1.1	1.6	-1.2	-3	4.7
Cc1ccc(S(=O)(=O)N2CCN(C(=O)COC(=O)c3ccc(O)cc3)CC2)c(C)c1	-0.9	1	-1.8	-2	-1.1	1	-0.3	2.3	-0.2	0	0.4
Cc1ccc(S(=O)(=O)N2CCOCC2)cc1C(=O)Nc1nc(-c2cccnc2)cs1	2.1	1	-0.3	-2	-0.2	-4	-1.5	0.6	-1.8	2	1.5
CC(C)(C)c1ccccc1OCCCCCNCCO	-1.2	-2	1.0	-1	0.4	-6	-1.1	-0.1	-1.4	-4	0.5
CC(C)CC(C(=O)Nc1cccc(O)c1)N1C(=O)c2ccccc2C1=O (stereo not given)	-1.2	-2	0.2	0	-0.1	-4	1.1	-0.1	-0.5	-2	-0.7
COc1cccc(C(=O)N2CCC[C@H]2C(=O)N2CCC[C@H]2C(=O)NCc2ccc(F)cc2F)c1	0.8	1	.	-6	-0.5	-5	.	0.8	-0.2	-6	-0.8
COC(=O)c1ccccc1NC(=O)CN1C(=O)c2ccccc2S1(=O)=O	-1.2	3	-1.1	-6	0.5	-3	-0.2	0.6	-0.1	-1	-0.4
O=C(COc1ccc2ccccc2c1)Nc1ccc(Cc2ccncc2)cc1	1.8	.	-1.2	-8	0.5	-5	0.6	0.1	-1.3	-7	-4.0
CCOc1ccc(S(=O)(=O)N(CC(=O)Nc2cccnc2)c2ccc(F)cc2)cc1	-2.5	-2	-0.3	-6	-0.7	-1	-3.2	-0.7	-1.5	-2	-3.0
Nc1cc(C(=O)OCC(=O)Nc2cccc(S(=O)(=O)N3CCOCC3)c2)ccc1Cl	0.8	-3	-1.0	-51	1.0	-13	0.7	-0.7	-1.4	-3	0.2
Fc1ccc(CNC(=S)NC2CCCC2)cc1	-2.3	2	-1.8	-3	1.8	-5	1.2	-0.7	-2.2	-6	-2.0
CCOc1cccc2cc(C(=O)NCCC3=CCCCC3)c(=O)oc12	0.1	1	0.3	-2	-0.5	-3	4.4	0.5	-1.8	-2	2.4
COC(=O)c1ccc(NC(=O)COC(=O)CSc2nc(C)cc(C)n2)cc1	-1.3	-3	-0.1	2	-1.4	-2	2.3	-0.7	-1.1	0	1.2
Cc1sc2ncnc(SCC(=O)NCC(C)C)c2c1C	-1.3	-6	0.2	-8	-0.8	-1	2.1	-1.5	-0.8	1	-1.6
Cc1cc(C)cc(NC(=O)C(OC(=O)Cn2cnc3c2c(=O)n(C)c(=O)n3C)c2ccccc2)c1 (stereo not given)	-1.1	-21	-0.3	-4	0.3	0	-0.8	1.1	-1.3	2	1.2
